# AmpC inh no detg = blocks E. coli AmpC beta-lactamase in detergent-free assay | Potency, µM (titrated, usually from 57.1 µM), for inactives: at the highest dose activity change, negative = inhibition, hits mostly inhibitors | 330,000 tested, 0.52% active | AmpC nitrocefin hydrolysis, absorbance 480 nm, 0.0001% Triton | P00811;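 also: potency is read from the fitted curve at half-maximal effect; plate controls were no compound for no effect and no enzyme for full effect; nearly all actives have a fitted effect of over 20% in size; some results filed as inactive show a strong effect at the top dose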
# Target sequence (P00811 whole entry, looked up): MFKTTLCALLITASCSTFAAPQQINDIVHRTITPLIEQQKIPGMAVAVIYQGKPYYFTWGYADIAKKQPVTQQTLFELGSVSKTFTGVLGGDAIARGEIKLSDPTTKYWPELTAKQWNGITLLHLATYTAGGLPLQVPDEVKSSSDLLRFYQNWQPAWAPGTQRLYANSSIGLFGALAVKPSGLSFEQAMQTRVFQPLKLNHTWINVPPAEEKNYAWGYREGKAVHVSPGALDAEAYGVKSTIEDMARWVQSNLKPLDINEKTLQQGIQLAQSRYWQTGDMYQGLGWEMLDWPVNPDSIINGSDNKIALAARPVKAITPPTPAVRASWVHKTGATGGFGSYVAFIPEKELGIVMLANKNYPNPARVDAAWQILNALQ
#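 20 mM phosphate pH 7.0 + 0.01% (detergent screen) or 0.0001% Triton X-100; 5.3 nM AmpC reagent; cpd preinc 15 min RT; nitrocefin (800 uM stock) to start; A480 q20 s × 4 min; Activity was normalised to no-enzyme and no-compound control wells.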
# Giardia FBPA inh = inhibitors of Giardia lamblia fructose-1,6-bisphosphate aldolase | A8B2U2 | purified Giardia FBPA | Potency, µM (top dose mostly 59.6 µM), without a hit: at the highest dose activity, negative = inhibition, hits mostly inhibitors | 290,000 tested, 0.71% active | AID 2451; also: potency is read from the fitted curve at half-maximal effect; nearly all actives have a fitted effect of over 55% in size
# Target sequence (A8B2U2 whole entry, looked up): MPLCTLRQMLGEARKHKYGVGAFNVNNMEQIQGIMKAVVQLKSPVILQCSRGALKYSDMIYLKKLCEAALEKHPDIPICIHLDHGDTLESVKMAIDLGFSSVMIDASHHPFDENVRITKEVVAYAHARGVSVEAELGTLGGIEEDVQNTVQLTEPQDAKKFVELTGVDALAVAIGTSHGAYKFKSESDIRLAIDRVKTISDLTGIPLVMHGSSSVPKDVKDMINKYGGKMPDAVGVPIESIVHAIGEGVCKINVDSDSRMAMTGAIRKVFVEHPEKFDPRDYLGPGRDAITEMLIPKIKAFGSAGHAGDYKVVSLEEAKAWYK
#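 Giardia FBPA (40 nM reagent) was preincubated 10 min at RT with compound (up to 57.5 uM final), then substrate plus GAPDH/TPI/NAD/arsenate coupling system with diaphorase/resazurin was added; resorufin fluorescence (525/598 nm) was read after 20 min.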
# AMA1 RON2 block = disrupts binding of P. falciparum AMA1 to RON2. AlphaScreen AMA1-biotinylated RON2 peptide binding. Potency, µM (top dose mostly 58.2 µM), for inactives: at the highest dose activity change, negative = inhibition, hits mostly inhibitors. 360,000 tested, 0.2% active. AID 720542;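 also: potency is read from the fitted curve at half-maximal effect; 0% = vehicle wells and -100% = peptide control; nearly all actives have a fitted effect of over 45% in size; some results filed as inactive show a strong effect at the top dose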
#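 AMA1 (3D7) with his tag at 25 nM final met compounds first, then biotinylated RON2 peptide at 25 nM; detection used donor plus acceptor beads, 10 µg/mL apiece, read by AlphaScreen after 30 min at room temperature.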
# HCMV antiviral = blocks human cytomegalovirus replication. 410,000 tested, 4.5% active. activity change, negative = inhibition, % at 57.5 µM. HFF cells, HCMV-luciferase reporter, 72 h; stronger effect = lower value. AID 1259415; in the data active = activity change below about -60%; inconclusive = no clear call, values can overlap the other calls; inactive = above about -39%
#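 Compounds were evaluated in HFFs infected with an HCMV luciferase reporter virus (MOI 1 PFU/cell). Luciferase in lysates collected 72 h post infection served as the replication measure.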
# Sm TGR inh = blocks Schistosoma mansoni thioredoxin glutathione reductase; Q962Y6; 360,000 tested, 3% active; Potency, µM (series often up to 114 µM), without a hit: top-dose activity change, negative = inhibition, hits mostly inhibitors; purified TGR, DTNB reduction, TNB absorbance 405 nm; also: potency is read from the fitted curve at half-maximal effect; nearly all actives have a fitted effect of over 60% in size
#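 Kinetic colorimetric format: TGR-catalysed, NADPH-driven DTNB reduction monitored via TNB absorbance. Enzyme dispensed at 20 nM; compound exposure 15 min at room temperature before reaction start.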
# AmpC inh detg = AmpC beta-lactamase inhibition with detergent present; P00811; AmpC hydrolysis of nitrocefin, absorbance 480 nm, 0.01% Triton; Potency, µM (titrated, usually from 114 µM), without a hit: at the highest dose activity change, negative = inhibition, most hits filed as inhibitors; 370,000 tested, 0.041% active; AID 485294;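 also: potency is read from the fitted curve at half-maximal effect; 0% = no-compound wells and -100% = no-enzyme wells; nearly all actives have a fitted effect of over 25% in size; some results filed as inactive show a strong effect at the top dose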
#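 AmpC (5.3 nM in the dispensed reagent) in 20 mM phosphate pH 7.0 with 0.01% (detergent screen) or 0.0001% Triton X-100 was preincubated with compounds for 15 min at room temperature. Nitrocefin was then added from an 800 uM solution, and hydrolysis was followed at 480 nm.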
# Starred values were filed as active, the others as inactive; ? = inconclusive; . = no result given; & = joins results of further samples; [ ] = another dose, or the depositor's remark. Unless noted, calls follow the shape of the dose curve; as a rule, active = well fitted curve in the direction sought with a large enough effect; inconclusive = small, poorly fitted or top-dose-only effect, or another doubt; inactive = no such curve, though single readings can be large; an effect the other way counts as inactive or inconclusive. Unless noted, % is scaled to controls: 0 for no effect and ±100 for the full control effect. Compounds as they come; any-hit rate near 7.8%.
# Screens in order: AmpC inh no detg | Giardia FBPA inh | AMA1 RON2 block | HCMV antiviral | Sm TGR inh | AmpC inh detg
COCc1cc(C)nc(SCC(=O)Nc2cc3c(cc2C#N)OCO3)c1C#N
 : -4% | 5% | 6% | -32 | 7% | ?
CCn1ncc(Cl)c1C(=O)Nc1ccncc1
 : -17% | -1% | -3% | 30 | 1% | -8%
Cc1cc(NC(=O)CCSc2ccccc2)ccc1Br
 : -28% | 3% | 57%[activator] | 48 | -11% | 1%
CCOC(=O)CSc1cc(CS(=O)(=O)c2ccccc2)nc(-c2ccccc2)n1
 : -28% | -5% | -1% | 63 | -23% | -14%
O=C(CCC(=O)N(CC(=O)NC1CCCCC1)Cc1cccs1)Nc1nccs1
 : -17% | 2% | 1% | -5 | 1% | ?
CCCC(NC(=O)CNC(=O)C(C)(C)C)C(=O)O (stereo unspecified)
 : -11% | 1% | 8% | 1 | -4% | -2%
Cc1ccc(S(=O)(=O)NCC(=O)OCC(=O)NCCc2ccccc2)cc1
 : -8% | . | -1% | -10 | -1% | -11%
COc1cccc(NC(=O)CN(C)C(=O)c2ccc(NS(=O)(=O)c3ccc(F)cc3)cc2)c1
 : -31% | . | -7% | -5 | -1% | 1%
CC(C)CCN(C(=O)CNC(=O)c1cccs1)C(C(=O)NC1CCCC1)c1ccncc1 (stereo unspecified)
 : 13% | 5% | 13% | -20 | 0% | 3%
CC(C)(C)c1cc(NC(=O)C2CCCO2)no1 (stereo unspecified)
 : -12% | 4% | -5% | 19 | -3% | 0%
COc1ccc([C@H]2CC(=O)C=C(c3ccc(Cl)c(Cl)c3)C2)cc1
 : -15% | . | -5% | 8 | -9% | -3%
CCOC1OC(=O)C(Cl)=C1Nc1cc(C)ccc1C (stereo unspecified)
 : -16% | 2% | -7% | -18 | 0% | ?
N#CCCN(C(=O)COC(=O)CCc1ccccc1)c1ccccc1
 : 35%[activator] | 3% | 0% | 31 | -4% | -2%
COC(=O)c1ccccc1NC(=S)NC(=O)c1ccc2ccccc2c1
 : -28% | -2% | 13% | -35 | -34% | -4%
COc1cccc(NC(=S)N2CCn3cccc3C2c2cccnc2)c1 (stereo unspecified)
 : 15% | 3% | -10% | 17 | -16% | 1%
O=C(CSc1nc2ccccc2nc1N1CCOCC1)Nc1ccccc1F
 : 34% | 8% | 22% | -1 | -17% | -15%
NNC(=O)/C=C/c1ccc(Cl)cc1Cl
 : -25% | -2% | 28% | -2 | -10% | -7%
COc1ccc(C2Nc3ccccc3C(=O)N2c2ccccc2)cc1CSc1ccccn1 (stereo unspecified)
 : -44% | 10% | 0% | 9 | -5% | ?
CC(Sc1nnc(N)s1)C(=O)NC1CCCCC1C (stereo unspecified)
 : -16% | . | 5% | -27 | 5% | ?
O=C(Cc1c[nH]c2ccccc12)N/N=C/c1cccc(F)c1
 : -9% | 2% | -8% | -1 | 8% | -6%
COc1nc(Oc2ccc(C(=O)O)cc2)nc(Oc2ccc(C(=O)O)cc2)n1
 : -11% | 6% | -5% | 61 | 6% | ?
Cc1ccc(CNS(=O)(=O)c2ccc(CN3C(=O)c4cccnc4C3=O)s2)o1
 : -10% | 9% | 1% | -12 | ? | -11%
COc1cccc(NC(=O)CN(C)C(=O)CSc2ccc3c(c2)OCCO3)c1
 : -12% | . | -7%[11.6 µM] | -1 | -3% | 0%
O=C(Nc1ccc(Br)cc1F)c1ccncc1
 : -2% | 1% | 5% | -19 | -3% | ?
O=C(NCc1ccc(C(F)(F)F)cc1)C1CC(c2cccc(F)c2)=NO1 (stereo unspecified)
 : -10% | 5% | 3% | 7 | 20% | -2%
Cc1nc2ccn(Cc3cccs3)c(=O)c2cc1C(=O)Nc1ccccc1
 : . | . | . | -31 | 3% | -3%
CCOC(=O)Cc1csc(NC(NC(=O)OCC)(C(F)(F)F)C(F)(F)F)n1
 : -15% | 1% | 7% | 64 | 4% | ?
OCCCn1c(CCCNc2nc(-c3cccc(Br)c3)cs2)nc2cc(Cl)c(N3CCCCC3)cc21
 : -3% | 4% | -6% | -15 | -4% | -18%
CCOc1c(CNCCN2CCOCC2)cccc1OC
 : -14% | -19% | 1% | 26 | 0% | ?
Cc1ccc(CNC(=O)[C@H](C)NC(=O)C2CCN(C(=O)[C@@H](N)CC(C)C)CC2)cc1
 : -13% | -14% | 0% | 8 | -20% | ?
CCCN(CCC)CCCNC(=O)c1cc2c(=O)oc3ccc(C)cc3c2s1
 : . | . | . | 9 | -26% | -9%
O=c1[nH]nc(-c2ccccc2)c2ccccc12
 : -29% | -11% | 8% | 63 | 12% | -1%
O=[N+]([O-])c1ccc2[nH]c3c(c2c1)CCCC3O (stereo unspecified)
 : -30% | -1% | -6% | ? | 0% | -2%
COc1ccc(S(=O)(=O)N2CCOCC2)cc1NC(=O)CN1C(=O)NC2(CCCCC2C)C1=O (stereo unspecified)
 : -3% | . | -3% | 4 | 1% | 3%
N#Cc1c(-c2ccccc2)nc(SCc2ccc([N+](=O)[O-])cc2)[nH]c1=O
 : -52% | 4% | -10% | -8 | 7% | -11%
Cc1ccc(S(=O)(=O)NCc2ccc(C(=O)N3CCc4ccccc4C3)cc2)cc1
 : -5% | 8% | 3% | ? | 0% | 2%
CCCCCN(C(=O)CCC(=O)OCC(=O)NCc1ccc(OC)cc1)c1c(N)n(CCCC)c(=O)[nH]c1=O
 : 145%[activator] | . | -3% | 23 | -12% | -3%
Cc1ccccc1CC(=O)N1CCOCC1
 : -16% | 9% | 0% | 2 | -16% | 0%
O=C(NC1CCN(Cc2ccccc2)CC1)C1CCN(S(=O)(=O)c2cccc([N+](=O)[O-])c2)CC1
 : -24% | -9% | -15% | . | -20% | -8%
Cc1ccc(C(=O)Nc2ccccc2C(=O)O)cc1NC(=O)COc1c(C)cccc1C
 : -22% | 12% | 2% | -37 | -4% | 0%
N#Cc1cnn2ccc(-c3cc(N4CCOCC4)ccc3[N+](=O)[O-])nc12
 : 14% | -4% | 8% | -23 | 17% | 5%
CCCN(Cc1cccs1)C(=O)Nc1ccc(OCC)cc1
 : . | . | . | ? | 7% | -5%
CCn1cc(C(=O)O)c(=O)c2cc(F)c(N3CCN(C(=S)NC(=O)c4ccc(OC)cc4)CC3)cc21
 : -8% | 6% | 71%[activator] | ? | -16% | 1%
O=C(Nc1cccnc1)c1cc(-c2cccc(Cl)c2)on1
 : -11% | -2% | 9% | 9&0 | 0%&-4% | -7%&13%
CCOC(=O)C1=C(C)OC(N)=C(C#N)C1c1ccoc1 (stereo unspecified)
 : -4% | -16% | 3% | 14 | 32µM* | -14%
O=C(O)c1cccc(CSc2nc(-c3ccccc3)cc(C(F)(F)F)n2)c1
 : -31% | 23% | -9% | 88 | -7% | -5%
Cc1cc(C)n2nc(C(=O)OCC(=O)Nc3ccc4c(c3)OC(F)(F)O4)nc2n1
 : 18% | -1% | 4% | -1 | -1% | -18%
CC(c1ccccc1)n1cc(C(=O)NCCCn2ccnc2)nn1 (stereo unspecified)
 : -16% | -4% | 4% | -17 | -9% | 1%
C=CCN(c1ccccc1)S(=O)(=O)c1ccc(Cl)c(C(=O)OCC(=O)c2[nH]c(C)c(C(C)=O)c2C)c1
 : ? | 0% | -2% | -37 | -14% | -6%
O=C(/C=C/c1ccco1)N(Cc1cccc(F)c1)C1CCS(=O)(=O)C1 (stereo unspecified)
 : 2% | . | -3% | -20 | 10µM* | -3%
O=C(O)c1cccc(S(=O)(=O)Nc2ccc3c(c2)OCO3)c1
 : -8% | -23% | 14% | -10 | 12%[11.4 µM] | -15%
Cc1cc(C)n(-c2nc3ccccc3c(=O)n2OCc2ccc(F)cc2)n1
 : 45% | -14% | 1% | 38 | -9% | 32µM*
O=C(CSc1ccccc1)N1CCN(S(=O)(=O)c2ccccc2F)CC1
 : -17% | 4% | 0% | -13 | -15% | ?
O=C(CS(=O)(=O)c1ccc(Cl)cc1)Nc1nnc(-c2cccs2)o1
 : -35% | . | 34%[activator] | -7 | ? | 0%
Cc1cc(C(=O)Nc2ccccc2C(=O)O)oc1C
 : -4% | -13% | 0% | -2 | -11% | 3%
CC(C(=O)N1CCN(c2ccc([N+](=O)[O-])cc2)CC1)N1C(=O)C2CC=CCC2C1=O (stereo unspecified)
 : -3%[2.29 µM] | 1% | -8% | 30 | 4% | -12%
Cc1ccc(NC(=O)C2CCCN(S(=O)(=O)c3ccc4c(c3)CCCC(=O)N4)C2)cc1N(C)C (stereo unspecified)
 : . | . | . | -33 | 7% | 23%
COc1ccc(CCNc2oc(/C=C/c3cc(OC)c(OC)c(OC)c3)nc2C#N)cc1OC
 : . | . | . | 125 | 0% | -3%
NC(=O)[C@H]1CC2(CC(c3cccc(NC(=O)COc4ccc(Cl)cc4)c3)=NO2)CN1C(=O)Cc1ccc([N+](=O)[O-])cc1 (stereo partly specified)
 : 128%[activator] | -1% | 0% | -78* | 3% | -6%
CCC(=O)Nc1nnc(SCC(=O)Nc2cccc(Cl)c2)s1
 : -39% | . | 16% | -21 | -34% | -7%

# Carrying on:
# Screens in order: AmpC inh no detg | Giardia FBPA inh | AMA1 RON2 block | HCMV antiviral | Sm TGR inh | AmpC inh detg
CCN1CCN(c2nc3ccccc3nc2C(C#N)C(=O)OCc2ccccc2)CC1 (stereo unspecified)
 : 108%[activator] | -8% | -17% | 2 | 2% | ?
O=C(O)c1ccc(/C=N/Nc2ncc(Cl)cc2Cl)cc1
 : -15% | ? | 21% | -39 | -2% | -9%
Cc1nc(NCc2ccco2)c2oc3ccccc3c2n1
 : 43% | -9% | -6% | ? | -24% | 13%
Cc1ccc(S(=O)(=O)NCc2ccc(C(=O)NCCCN3CCN(C)CC3)cc2)cc1
 : 13% | -5% | 16% | -4 | 1% | ?
CSc1ncc(C(=O)Nc2c(C)cccc2C)c(-c2ccccc2)n1
 : . | . | . | 7 | 2% | 17%
COc1ccc(C(=O)NC2CCCCC2)cc1S(=O)(=O)N1CCOCC1
 : 67% | 3% | 1% | 30 | 7% | -8%
Cc1cc(NS(=O)(=O)Cc2ccccc2)cc(C)c1OCC(=O)N1CCOCC1
 : -15% | 4% | 5% | 12 | 4% | -2%
CCCCC(Nc1ncnc2ccccc12)C(=O)O (stereo unspecified)
 : -17% | 0% | 2% | 7 | 6% | -2%
COc1ccc(Cl)cc1NC(=O)CN(C)CC(=O)Nc1ccccc1-c1ccccc1
 : 148%[activator] | -1% | 50%[activator] | -39 | 1% | -8%
CCn1cnc2c1c(=O)n(CC(=O)OC(C)C(N)=O)c(=O)n2Cc1ccccc1 (stereo unspecified)
 : -4% | . | -8% | ? | -26% | -5%

# Some entries already given, limited to Giardia FBPA inh.
canonical_smiles,Giardia FBPA inh
O=C(O)c1ccc(/C=N/Nc2ncc(Cl)cc2Cl)cc1,?
Cc1nc(NCc2ccco2)c2oc3ccccc3c2n1,-9%
Cc1ccc(S(=O)(=O)NCc2ccc(C(=O)NCCCN3CCN(C)CC3)cc2)cc1,-5%
